CCT modulator: modulators of cytosolic chaperonin (CCT/TRiC) activity; purified chaperonin ATPase assay, HTRF ADP detection, 30 min; activity change, % (test concentration not listed), hits read low; 360,000 compounds, 0.3% hits; in the data active = activity change below about -30%; note: % is set by controls: 0 for no effect and ±100 for the full control effect
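Enzyme 40 or 20 nM (batch-dependent) in Tris pH 7.4/KCl/MgCl2/DTT; cpd 76 uM single point; ATP 10 uM; 30 min 37 °C; Transcreener ADP HTRF detection, 30 min RT; ratio 665/615.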
EPAC1 ag: activates human EPAC1 exchange factor; O95398; Potency, µM (doses to about 154 µM), for inactives: top-dose activation, actives largely listed as activators; EPAC1 agonist qHTS, biochemical assay; response scale: 100% = response to 6.5 mM cAMP; AID 720707; 360,000 compounds, 0.073% hits; note: potency is the fitted concentration of half-maximal effect; nearly all actives have a fitted effect of over 60% in size
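Compounds were pinned as a concentration titration into mixtures of EPAC1 (100 nM), BODIPY-GDP-loaded Rap1B (250 nM) and GDP (50 uM). After 5 min at room temperature, fluorescence was followed for 30 min; activity was scaled to 6.5 mM cAMP.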
EPAC1 antag: EPAC1 (human) antagonism | Potency, µM (top dose mostly 115 µM), without a hit: top-dose activity change, negative = inhibition, actives largely listed as inhibitors | AID 720709 | EPAC1 GEF assay, Rap1b-BODIPY-GDP exchange fluorescence | O95398 | 360,000 compounds, 0.14% hits;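 note: potency is the fitted concentration of half-maximal effect; plate controls were vehicle for no effect and positive control for full effect; nearly all actives have a fitted effect of over 50% in size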
PLK1 PBD block: blocks phosphopeptide binding to human PLK1 polo-box domain; 360,000 compounds, 2.8% hits; Plk1 PBD binding of FITC phosphopeptide, fluorescence polarization; Potency, µM, without a hit: max response, negative = inhibition, most hits filed as inhibitors; P53350; note: potency is the fitted concentration of half-maximal effect; series mostly up to about 57 µM; % is set by controls: 0 for no effect and ±100 for the full control effect; nearly all actives have a fitted effect of over 65% in size
Target sequence (P53350 whole entry, looked up, the tested form may be a part): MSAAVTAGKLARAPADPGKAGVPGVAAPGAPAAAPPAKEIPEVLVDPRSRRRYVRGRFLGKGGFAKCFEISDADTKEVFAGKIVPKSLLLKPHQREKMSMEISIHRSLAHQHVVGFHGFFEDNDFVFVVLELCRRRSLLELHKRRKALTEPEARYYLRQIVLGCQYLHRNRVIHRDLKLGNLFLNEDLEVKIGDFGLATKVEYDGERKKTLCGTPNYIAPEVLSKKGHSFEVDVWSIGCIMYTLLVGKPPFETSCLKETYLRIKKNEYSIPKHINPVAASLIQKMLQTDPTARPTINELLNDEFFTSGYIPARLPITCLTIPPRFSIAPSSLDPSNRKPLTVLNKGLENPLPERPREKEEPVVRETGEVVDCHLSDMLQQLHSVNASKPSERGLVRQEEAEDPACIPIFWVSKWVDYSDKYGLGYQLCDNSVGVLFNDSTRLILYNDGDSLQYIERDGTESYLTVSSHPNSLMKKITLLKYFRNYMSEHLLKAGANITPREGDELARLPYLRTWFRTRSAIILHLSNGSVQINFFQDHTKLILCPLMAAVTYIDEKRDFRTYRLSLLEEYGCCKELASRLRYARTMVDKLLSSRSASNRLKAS
WRN inhibitor: inhibitors of human WRN helicase | Potency, µM (top dose mostly 114 µM), for inactives: at the top dose activity change, negative = inhibition, actives largely listed as inhibitors | Q14191 | AID 651768 | WRN helicase unwinding, fluorescent forked duplex, kinetic | 360,000 compounds, 0.46% hits; note: potency is the fitted concentration of half-maximal effect; % is set by controls: 0 for no effect and ±100 for the full control effect; nearly all actives have a fitted effect of over 55% in size
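Kinetic red-fluorescence monitoring (525/598 nm) tracks WRN helicase activity after 100 nM fluorophore-quencher forked duplex and 2 mM ATP are added to 20 nM enzyme pretreated 15 min at room temperature with compound.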
Mm-Cpn inhibitor: blocks the Methanococcus maripaludis chaperonin Mm-Cpn; AID 504842; 330,000 compounds, 0.031% hits; purified Mm-Cpn ATPase, ADP Transcreener TR-FRET; Potency, µM (doses to about 76.9 µM), without a hit: top-dose activity, negative = inhibition, usual class: inhibitors; note: potency is the fitted concentration of half-maximal effect; % is set by controls: 0 for no effect and ±100 for the full control effect; nearly all actives have a fitted effect of over 80% in size
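Purified archaeal Mm-CPN (25nM final) preincubated 10 min at 37degC with compound, then 10uM ATP for 30 min at 37degC; ADP measured by HTRF Transcreener TR-FRET; buffer 30 mM TRIS pH 7.4, 100mM KCl, 5mM MgCl2, 1mM DTT.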
EPAC2 antag: EPAC2 (human) antagonism; EPAC2 GEF exchange of Rap1B-BODIPY-GDP, fluorescence; AID 720708; 360,000 compounds, 0.18% hits; Potency, µM (titrated, usually from 114 µM), without a hit: top-dose activity, negative = inhibition, actives largely listed as inhibitors; note: potency is the fitted concentration of half-maximal effect; % is set by controls: 0 for no effect and ±100 for the full control effect; nearly all actives have a fitted effect of over 45% in size; many of its hits are not listed in these tables
PI5P4Ka inh: inhibitors of human PI5P4K alpha; AID 652105; P48426; max response, %; 330,000 compounds, 1.2% hits; PI5P4Kalpha enzyme, ADP-Glo luminescence, 60 min; active compounds read low; active = max response of -50% or lower; inconclusive = between -30% and -50%; inactive = -30% or higher; note: value at the top dose of about 77 µM; % is set by controls: 0 for no effect and ±100 for the full control effect
Target sequence (P48426 whole entry, looked up): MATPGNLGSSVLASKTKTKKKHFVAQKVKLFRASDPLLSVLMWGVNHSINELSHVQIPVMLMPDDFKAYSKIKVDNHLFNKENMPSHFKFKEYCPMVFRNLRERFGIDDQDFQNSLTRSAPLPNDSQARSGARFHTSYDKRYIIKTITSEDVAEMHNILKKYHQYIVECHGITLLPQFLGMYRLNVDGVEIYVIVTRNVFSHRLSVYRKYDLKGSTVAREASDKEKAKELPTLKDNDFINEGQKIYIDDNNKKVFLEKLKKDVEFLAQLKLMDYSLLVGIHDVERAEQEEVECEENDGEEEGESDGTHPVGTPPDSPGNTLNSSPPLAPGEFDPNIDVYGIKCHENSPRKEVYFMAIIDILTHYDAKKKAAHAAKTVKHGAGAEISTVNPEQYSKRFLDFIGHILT
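ADP-Glo luminescence end-point read after a 60 min room-temperature kinase reaction of PI5P4Kalpha plus substrate, initiated with ATP at 5 microM final. Buffer: 0.038 M HEPES pH 7.4, EGTA, 0.1% CHAPS, 5% DMSO.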
Active calls of the source: *; ? = inconclusive; / = not tested or not shown; [ ] = another dose, or the depositor's remark. Unless noted, calls come from the whole dose curve; as a rule, active = well fitted curve in the direction sought with a large enough effect; inconclusive = small, poorly fitted or top-dose-only effect, or another doubt; inactive = no such curve, though single readings can be large; an effect the other way counts as inactive or inconclusive.

CCT modulator	EPAC1 ag	EPAC1 antag	PLK1 PBD block	WRN inhibitor	Mm-Cpn inhibitor	EPAC2 antag	PI5P4Ka inh	mol
-0.3	-5.6%	16.0%	1.4%	11.6%	0.2%	1.3%	-4.5	Cc1ncsc1C(=O)Nc1cccc(C(F)(F)F)c1
-3.7	3.0%	-7.7%	-5.5%	-24.0%	-0.8%	4.7%	0.1	Cc1c(C(=O)N/N=C/c2cccs2)nc2ccccn12
-0.3	21.2%	-8.9%	3.9%	-10.9%[57.1 µM]	1.7%	-9.3%	/	CCCC(C(=O)NC1CCCC1)N(Cc1ccc2c(c1)OCO2)C(=O)c1snc(C(N)=O)c1N (stereo not drawn)
-0.1	6.6%	4.4%	2.7%	-0.6%	0.7%	9.9%	0.3	Cc1cc(=O)[nH]c(-c2ccc(Cl)cc2)n1
-0.3	2.4%	-10.6%	-12.4%	-4.7%	-1.3%	4.6%	1.2	COc1ccc(OC)c(S(=O)(=O)NCc2ccccn2)c1
0.2	3.8%	9.8%	1.4%	-3.7%	-1.5%	-21.2%	2.7	Cc1ccc(NC(=O)CCNC(=O)c2ccc(Cl)cc2)cc1C
-0.5	2.5%	0.0%	-1.9%	-8.8%	-2.3%	0.4%	5.5	O=c1c2ccccc2cnn1-c1ccc(Br)cc1
-0.9	-0.7%	-25.7%	0.3%	0.9%	-0.2%	-4.9%	6.5	CCNc1nc2c(c(=O)[nH]c(=O)n2C)n1CCCc1ccccc1
0.3	-3.6%	-2.5%	9.8%	1.9%	3.1%	-5.7%	0.6	O=C(Cc1cccc(NC(=O)C2CCN(C(=O)C3CCCCC3)CC2)c1)Nc1cccc(C(=O)N2CCCC2)c1
-0.7	-3.8%	9.7%	-10.0%	5.7%	1.0%	12.3%	-0.8	Nc1nonc1-c1noc(CCCCCN2C(=O)c3ccccc3C2=O)n1
-2.5	1.6%	-11.4%	-8.6%	?	-1.0%	-1.4%	-8.0	COc1ccc(C(=O)NCCc2nnc3ccc(SCC(=O)Nc4ccccc4)nn23)cc1
-1.2	6.2%	-27.0%	-0.1%	-0.7%	-1.9%	-17.0%	8.2	Cc1ccc(C(=O)N(Cc2cccnc2)Cc2cc3cc(C)ccc3n3nnnc23)cc1
-1.4	-38.4%[inhibitor]	-6.5%	-23.0%	?	-22.3%	-12.8%	-23.8	CCN(CC)c1ccc(N=Cc2ccc([N+](=O)[O-])o2)cc1
-1.1	0.2%	-2.9%	0.6%	-1.4%	2.7%	2.7%	-2.5	Cn1cccc1C(NC(=O)c1ccccc1)C(Cl)(Cl)Cl (stereo not drawn)
-1.2	-1.1%	7.6%	-21.6%	-7.3%[11.6 µM]	-2.4%	-0.9%	?	O=C(COC(=O)c1ccccc1)NCc1ccco1
0.4	-1.9%	23.2%	6.7%	-21.4%[57.1 µM]	3.8%	5.0%	12.7	O=C1O/C(=C/c2ccccc2)c2ccccc21
-1.4	14.5%	2.0%	-13.1%	6.2%	/	14.6%	0.7	Cc1ccc(NC(=O)CNC(=O)C23CC4CC(CC(C4)C2)C3)nc1
0.5	4.2%	3.7%	1.0%	3.9%	-0.4%	-1.9%	0.4	CCCCNS(=O)(=O)C1CCS(=O)(=O)C1 (stereo not drawn)
2.1	-12.1%	6.7%	1.1%	0.0%	-1.1%	-1.4%	-1.8	CCCCn1c(NC(C)CC)nc2c1c(=O)[nH]c(=O)n2C (stereo not drawn)
2.2	-5.4%	-4.5%	-2.6%	-10.6%	-1.3%	-7.0%	0.5	COc1ccccc1NNC(=O)c1cc(C(C)(C)C)nn1Cc1ccccc1
0.8	-3.2%	13.6%	-3.1%	9.5%	-0.1%	4.9%	2.9	COC(=O)c1cnc(Nc2ccc(Cl)cc2)c([N+](=O)[O-])c1
2.5	-13.7%	-14.5%	-5.8%	-14.5%	3.5%	-1.0%	11.2	COC(=O)Cc1ccc(N(Cc2ccccc2F)S(=O)(=O)c2ccc(C)cc2)cc1
1.7	-7.7%	-11.2%	-6.6%	3.5%	-6.3%	12.2%	4.5	COc1ccc2ccccc2c1/C=N/n1cnnc1
-0.2	-3.1%	-0.3%	2.1%	3.4%	2.5%	0.1%	-4.1	Cn1c(N)c(C(=O)COC(=O)/C=C/c2ccccc2)c(=O)n(C)c1=O
0.1	0.5%	-4.9%	-7.3%	-2.9%	-0.8%	-11.5%	0.8	COc1ccccc1OS(=O)(=O)c1ccc(NC(C)=O)cc1
-0.2	3.7%	2.2%	-7.3%	-11.0%	1.2%	2.5%	/	CCn1c(SCC(=O)c2ccccc2)nc2c(c1=O)SC(C)C2 (stereo not drawn)
-2.7	-5.3%	-26.9%	?	-29.9%	0.5%	-0.7%	-10.1	Cc1ccc(C)c(NC(=S)NC(NC(=O)Cc2ccccc2)C(Cl)(Cl)Cl)c1 (stereo not drawn)
1.5	3.4%	13.7%	-8.0%	-7.9%	-0.2%	23.5%	-4.3	Cn1nnc2cc(C(=O)N3CCN(c4ccccc4)CC3)ccc21
-1.1	0.9%	-0.6%	-0.9%	-7.7%	0.0%	-19.9%	-0.3	COc1ccc(C(=O)N2CCC(C(=O)NC3CC3)CC2)cc1
0.7	11.8%	16.7%	-5.3%	11.2%	-4.9%	-11.7%	1.6	COc1ccc(-c2cc(C(=O)N3CCN(c4ccc(F)cc4)CC3)no2)cc1OC

Whole records as entered above:
Listed for O=C(Cc1cccc(NC(=O)C2CCN(C(=O)C3CCCCC3)CC2)c1)Nc1cccc(C(=O)N2CCCC2)c1 : CCT modulator: 0.3; EPAC1 ag: -3.6%; EPAC1 antag: -2.5%; PLK1 PBD block: 9.8%; WRN inhibitor: 1.9%; Mm-Cpn inhibitor: 3.1%; EPAC2 antag: -5.7%; PI5P4Ka inh: 0.6
Listed for CCCCNS(=O)(=O)C1CCS(=O)(=O)C1 (stereo not drawn) : CCT modulator: 0.5; EPAC1 ag: 4.2%; EPAC1 antag: 3.7%; PLK1 PBD block: 1.0%; WRN inhibitor: 3.9%; Mm-Cpn inhibitor: -0.4%; EPAC2 antag: -1.9%; PI5P4Ka inh: 0.4

The results go on.
CCT modulator	EPAC1 ag	EPAC1 antag	PLK1 PBD block	WRN inhibitor	Mm-Cpn inhibitor	EPAC2 antag	PI5P4Ka inh	mol
-1.1	8.6%	-5.7%	-13.3%	10.3%	0.4%	4.8%	-1.1	COc1ccc(CCNC(=O)CCC(=O)N2CCOc3ccc(C)cc32)cc1OC
-0.3	0.4%	-2.7%	-2.7%	-9.5%	-1.9%	-10.3%	-11.2	COc1cc([N+](=O)[O-])cc(/C=N/NC(=O)Cn2nc(C)cc2C)c1O
-2.5	1.6%	3.3%	-21.9%	-10.2%[57.1 µM]	-15.3%	12.7%	8.9	O=C(O)c1sc2cc(C(F)(F)F)cnc2c1-c1cccs1
0.4	-2.4%	-3.0%	0.3%	-2.2%	/	-3.7%	9.2	CSc1ccc(CN2CCC(C)(Oc3ccccc3C)C2)cc1 (stereo not drawn)
2.8	11.0%	-27.0%	-6.0%	-2.9%	0.5%	-3.7%	2.4	COc1ccccc1N1CCN(C(=O)c2cn(C)c3ccc(S(=O)(=O)N4CCOCC4)cc3c2=O)CC1
2.5	18.5%	16.1%	0.5%	-6.2%	-0.8%	-8.1%	3.1	O=[N+]([O-])c1cccc(C(=NCc2ccccc2)NO)c1
1.2	-15.1%	8.6%	-4.6%	-0.2%	0.6%	-0.7%	2.3	Cn1c(=O)c2sccc2n2c(CCCC(=O)N3CCN(c4ccccn4)CC3)nnc12
0.2	-2.4%	-21.1%	-6.3%	2.0%	-19.7%	5.9%	3.7	COc1ccccc1C(=O)N/N=C/c1c[nH]c2ccccc12
-0.2	4.1%	-13.0%	-6.1%	-17.8%	2.0%	-16.9%	4.5	CCOCCCN1C(=O)CN(C2CCC(C)CC2)C(=O)C1c1ccc(C)cc1 (stereo not drawn)
0.8	8.6%	3.2%	-6.3%	9.2%	/	-1.3%	-10.9	Cc1cc(C(=O)Nc2cccc3ccccc23)oc1C
-1.6	4.5%	1.1%	-13.1%	-4.3%	2.3%	4.3%	-7.6	O=C(Nc1ccc(F)c(Cl)c1)C1CCN(c2ncnc3c2nc2n3CCCCC2)CC1
2.1	-1.1%	-5.8%	1.5%	4.0%	/	-13.8%	-7.7	CCC[C@H]1CN(c2ccc(OC)cc2)C(=O)[C@@H]1CC(=O)Nc1ccccc1
-2.0	-5.7%	-4.9%	-1.3%	-3.8%	3.1%	-0.6%	-1.2	CCSc1nnc(NC(=O)C(C)C)s1
-0.3	3.6%	-6.6%	-5.9%	0.5%	0.1%	5.9%	-0.9	CCOC(=O)c1[nH]ncc1CN1CCC(Cc2ccccc2)(C(=O)OCC)CC1
1.2	-4.5%	5.6%	1.0%	2.3%	/	4.3%	-3.4	CC(=O)Nc1ccc(C(=O)NCC(c2ccco2)N(C)C)cc1 (stereo not drawn)
0.4	0.5%	-24.7%	-8.6%	1.7%	0.8%	11.4%	5.0	CC1C2NC(=O)N(Cc3ccccc3)C1(C)Oc1ccccc12 (stereo not drawn)
-0.2	-19.1%	-4.0%	-2.1%	7.6%	-0.6%	13.4%	3.5	CSCC[C@H](NS(=O)(=O)c1ccc(C)cc1)C(=O)N1CCC(C(=O)N[C@@H](C)C(=O)O)CC1
-5.3	2.9%	-0.4%	2.8%	1.0%	-0.9%	0.4%	-2.7	Cc1cc(SCC(=O)OCC(=O)N(CCC#N)c2ccccc2)nc2ccccc12
-2.5	0.0%	5.5%	-10.7%	2.6%	2.7%	1.1%	1.7	COc1ccc(-n2cc(CN3CCC(OC)CC3)c(-c3cccc(F)c3)n2)cc1
0.5	14.1%	-12.2%	2.5%	-6.1%	-0.6%	-8.5%	-1.4	COc1ccc(Nc2oc(COc3cccc(C)c3)nc2C#N)cc1
-4.4	11.1%	-24.2%	-5.1%	-1.9%[57.1 µM]	3.5%	-13.3%	-7.1	C/C(=C/C#N)Nc1ccc(C)cc1
-3.9	-5.5%	30.1%[activator]	-5.4%	5.0%	0.0%	5.3%	-0.3	CC(=O)NCCNC(=O)c1ccc(CSc2ccc(Cl)cc2)cc1
-0.4	-3.6%	-0.3%	-2.2%	-7.6%	-0.5%	-5.7%	-5.4	Cc1ccc(OCCn2cnc3cc([N+](=O)[O-])ccc3c2=O)cc1
-1.2	-3.8%	-15.7%	1.7%	4.1%	-0.1%	-5.7%	2.9	C[C@@H]1NC(=O)/C(=C\c2ccccc2Br)NC1=O
1.0	-5.9%	10.0%	-0.7%	-14.4%[57.1 µM]	1.5%	12.3%	/	CC(C)Cc1[nH]c(=O)c(C#N)c2c1CCCC2

This is a subset (hit frequency here may not be typical).
